Polio RdRp inh: poliovirus RdRp elongation inhibitors, primary screen, biochemical, fluorescence polarization, total intensity. Genome polyprotein (Poliovirus type 1 (strain Mahoney)), P03300. poliovirus polymerase elongation; active compounds read low. % elongation, % (compound at 16.7 µg/mL). actives 0.66% (n = 150,000); in the data active = % elongation below about 90%; note: some results filed as inactive read as strong as hits
Target sequence (P03300 1749-2209 limits assumed): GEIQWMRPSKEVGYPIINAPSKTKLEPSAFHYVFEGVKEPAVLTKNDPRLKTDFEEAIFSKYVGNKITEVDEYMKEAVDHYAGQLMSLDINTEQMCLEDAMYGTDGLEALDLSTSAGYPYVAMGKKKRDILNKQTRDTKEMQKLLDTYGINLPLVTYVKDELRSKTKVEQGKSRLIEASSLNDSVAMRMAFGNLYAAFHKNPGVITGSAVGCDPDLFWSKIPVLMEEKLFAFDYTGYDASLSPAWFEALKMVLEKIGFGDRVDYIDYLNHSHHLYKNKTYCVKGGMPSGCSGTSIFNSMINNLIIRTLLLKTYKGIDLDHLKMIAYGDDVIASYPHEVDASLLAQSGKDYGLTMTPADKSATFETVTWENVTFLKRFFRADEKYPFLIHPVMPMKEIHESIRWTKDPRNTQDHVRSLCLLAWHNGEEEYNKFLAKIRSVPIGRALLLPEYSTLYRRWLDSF
Polio RdRp inh FP z-score: further read-out of Polio RdRp inh, marked with its call; z-score; measured here: FP z-score; hits read low
* marks the source's active call; other numbers are inactive results.

Start of the listing, in advance:
SMILES	Polio RdRp inh	Polio RdRp inh FP z-score
Cc1cccc(Nc2c(-c3ccsc3)nc3nc(C)cc(C)n23)c1	108	-1
Cc1ccc(NC(=O)CCCn2c3ccccc3c(=O)c3cc(C)ccc32)c(Br)c1	104	-0.1
C=CCn1c(C(C)O)nc2ccccc21 (configuration not stated)	103	1.4
CC(=O)OCC1OC(n2c(Br)nc3c(N)ncnc32)C(OC(C)=O)C1OC(C)=O (configuration not stated)	100	0
COc1ccc(C(=O)O/N=C2\C(=O)N(C)c3ccccc32)cc1	101	-0.2
CCc1nn(CC(=O)Nc2ccc(C)c(F)c2)c(=O)c2cc3cc(C)ccc3n12	110	0.7

Main list, previewed entries included:
SMILES	Polio RdRp inh	Polio RdRp inh FP z-score
Cc1cccc(Nc2c(-c3ccsc3)nc3nc(C)cc(C)n23)c1	108	-1
Cc1ccc(NC(=O)CCCn2c3ccccc3c(=O)c3cc(C)ccc32)c(Br)c1	104	-0.1
C=CCn1c(C(C)O)nc2ccccc21 (configuration not stated)	103	1.4
CC(=O)OCC1OC(n2c(Br)nc3c(N)ncnc32)C(OC(C)=O)C1OC(C)=O (configuration not stated)	100	0
COc1ccc(C(=O)O/N=C2\C(=O)N(C)c3ccccc32)cc1	101	-0.2
CCc1nn(CC(=O)Nc2ccc(C)c(F)c2)c(=O)c2cc3cc(C)ccc3n12	110	0.7
C=CCn1c(=O)[nH]c2c1c(=O)n(C)c(=O)n2C	102	0.1
Cc1ccc(/C=C/C(=O)NC(c2ccc3c(c2)OCCCO3)C(C)C)o1 (configuration not stated)	103	-0.1
O=C(NCc1ccc(Cl)cc1)c1ccc2c(Cl)c3c(nc2c1)CCCC3	105	0.2
O=C(COc1c(-c2ccco2)oc2ccccc2c1=O)NCCc1ccccc1	104	1.4
CN(C)S(=O)(=O)N1CCC(Oc2cccc(-n3cnnn3)c2)CC1	101	-0.5
COC(=O)c1ccc(COC(=O)c2cc(OC)cc(OC)c2)cc1	100	-0.2
CCC(C)(C)NS(=O)(=O)c1cc2[nH]c(=O)c(=O)[nH]c2cc1C	101	-0.4
O=c1ccc(Cl)nn1-c1ccccc1	99	-0.2
CN(CCNc1nc(-c2ccccc2)no1)Cc1ccccc1	100	-0.8
CC(=O)Nc1c(O)nc(SCC(=O)N(C2CCCCC2)C2CCCCC2)[nH]c1=O	102	0.3
COC(=O)C(CCSC)Nc1ncnc2onc(-c3ccc(F)cc3)c12 (configuration not stated)	102	-0.3
CC(C)N(Cc1ccccc1)C(=S)Nc1cccnc1	108	0.8
Cc1cc(NC(=O)c2ccccc2)n(CCOC(=O)c2ccccc2)n1	101	0
CC(C)(C)Nc1nc(NC(C)(C)C)nc(N2CCNCC2)n1	105	0.3
O=C(COCC(=O)N1CCCc2ccccc21)N1CCCc2ccccc21	102	0.3
O=C(COc1ccc(Br)cc1F)NCCc1ccccn1	103	-0.1
CC1CCC(C(C)C)C(OC(=O)CSc2nnc(-c3cccnc3)n2N)C1 (configuration not stated)	102	0.1
Cc1ccc(S(=O)(=O)C(CNC(=O)C(=O)NCCc2ccc(Cl)cc2)c2cccs2)cc1 (configuration not stated)	104	-0.8
Cc1ccc(Cl)cc1N1CCN(CCCNc2ncnc3onc(-c4ccc(F)cc4)c23)CC1	103	-0.1
The listing continues:
SMILES	Polio RdRp inh	Polio RdRp inh FP z-score
CC(NC(=O)c1ccc2c(c1)OCCO2)c1ccc2c(c1)OCO2 (configuration not stated)	98	-0.2
O=C(Nc1ccc(F)cc1)c1cc2cc3ccc(Cl)cc3nc2o1	106	-0.8
O=C1CCc2nc3ccccc3n21	95	-0.7
Cc1cc(C(=O)OC2CCOC2=O)c(C)n1-c1ccccc1 (configuration not stated)	101	-0.3
CCOC(=O)c1sc2ncn(/N=C/N(C)C)c(=O)c2c1C	100	0
O=C(COc1ncnc2cc(Cl)ccc12)c1ccc(F)cc1	105	0.1
O=C(C1CCCN1S(=O)(=O)c1cccc2nsnc12)N1CCN(Cc2ccc3c(c2)OCO3)CC1 (configuration not stated)	98	-0.4
CC(C)(C)OC(=O)C1CCC(C(=O)Oc2ccc3c4c(c(=O)oc3c2)CCCC4)CN1 (configuration not stated)	105	0.3
CCOC(=O)c1ccccc1NC(=O)N(C)CCc1c(C)nn(CC)c1C	111	1
Cc1nccn1-c1cc(C(C)C)c(C#N)c2nc3ccccc3n12	103	0.6
FC(F)(F)c1ccc2nnnn2c1	102	0.3
O=C(CSc1ccccc1)Nc1cccc(C(=O)O)c1	106	1.9
CCc1ccccc1NC(=O)C1CCN(C2=NS(=O)(=O)C(c3ccc(C)c(C)c3)=C2C)CC1	107	0.1
CCCCc1nnc(N)s1	102	0.3
COCCn1c(=O)[nH]c2cc(C(=O)N3CCN(c4ccc(Cl)cc4)CC3)ccc2c1=O	105	-0.1
COc1cc(OC)c(NC(=O)Cn2cnc3nc4c(cc3c2=O)CCCC4)cc1Cl	107	0.1
O=C(COC(=O)c1cccc(F)c1)Nc1cc(Cl)cc(Cl)c1	99	-1.4
CN=c1scc(C)n1/N=C/c1c(Cl)cccc1Cl	105	0.3
Cc1cccc(CSc2ncc(Cl)c(C(=O)Nc3nnc(C)s3)n2)c1	102	-1.1
CN(C)/C=N/N1CC(O)=C(c2nc3ccccc3s2)C1=N	118	1.6
CCC1CN(C(=O)NCc2ccc(F)cc2)c2cc(Cl)ccc2O1 (configuration not stated)	107	0.1
Cc1cc(C(=O)Oc2ccc(C#N)cc2)c(C)s1	102	-0.3
COc1ccc(-c2csc(Cc3nnc(N4CCOCC4)n3-c3ccccc3)n2)cc1	103	0.3
COC(=O)Cn1nc(C)c2c(C)n(-c3ccccc3)nc2c1=O	108	0.4
Cc1ccc(C)c(CSc2nnc3[nH]c(=O)cc(C)n23)c1	102	-1.1

No new results follow: 3 of the compounds above.
SMILES	Polio RdRp inh	Polio RdRp inh FP z-score
CC(NC(=O)c1ccc2c(c1)OCCO2)c1ccc2c(c1)OCO2 (configuration not stated)	98	-0.2
O=C(Nc1ccc(F)cc1)c1cc2cc3ccc(Cl)cc3nc2o1	106	-0.8
O=C1CCc2nc3ccccc3n21	95	-0.7

(continued)
SMILES	Polio RdRp inh	Polio RdRp inh FP z-score
Cc1ccc(N2CCN(S(=O)(=O)c3ccc(-n4cnnn4)cc3)CC2)c(C)c1	108	0.4
Cc1ccc(SCc2cc(=O)n3nc(-c4ccco4)sc3n2)cc1	99	-0.9
Cc1scc(-c2ccccc2)[n+]1CCO	104	0.5
OC(C#CCN1CCCC1)(c1ccccc1)C1CCCC1 (configuration not stated)	101	-0.1
C/S(=N\S(=O)(=O)c1ccccc1)c1ncc(Cl)cc1C(F)(F)F (configuration not stated)	103	0.3
Cc1nnc(SCc2ccccc2C(=O)O)n1C	102	0
O=S(=O)(c1ccccc1)c1nc(-c2ccccc2)oc1N1CCN(c2cccc(Cl)c2)CC1	101	-1.5
CCCCNC(=O)c1ccc2c(c1)NC(=O)C(CS(=O)(=O)Cc1ccccc1Cl)N2 (configuration not stated)	103	0.8
CCNC(=O)NC1(C(=O)Nc2ccc3c(c2)OCCO3)CCCCC1	101	0
COc1cccc2c1Oc1nn(-c3ccccc3)c(N)c1C2	101	0
Cc1ccc(Cn2c(CN3CCN(c4cccc(Cl)c4)CC3)nc3c2c(=O)n(C)c(=O)n3C)cc1	106	0.4
COC(=O)c1ccc2c(=O)[nH]c(COC(=O)c3ccc(Cl)c(N)c3)nc2c1	112	1.4
Cc1cccc(C(=O)Nc2ccc(O)cc2)c1	105	0.3
CC(C)c1ccc(NC(=O)CCNS(=O)(=O)c2ccc3c(c2)CCCC(=O)N3)cc1	114	1.2
CC(=O)c1ccc(NC(=O)CSc2cn(CC(=O)N3CCCCC3)c3ccccc23)cc1	121	0.7
S=P1(N2CCOCC2)C2=C(CCC2)C2=C(CCC2)N1c1ccccc1 (configuration not stated)	93	-0.6
O=C(C1CCN(c2nc3ccccc3n3cccc23)CC1)N1CCc2ccccc21	104	1.3
CC(C)c1ccc(/C=C(\C#N)c2nc(-c3cc4ccccc4oc3=O)cs2)cc1	106	0.5
Cc1nc2ccccc2nc1CSCc1n[nH]c(=O)[nH]1	103	0.5
O=c1[nH]c(=S)n(CCc2ccccc2)c2c1CN(CCc1ccccc1)CN2	103	1.5
CN1C(=O)CC(=O)N(C)c2ccccc21	100	0
Cc1ccccc1N1CCN(S(=O)(=O)c2nnc(NC(=O)c3ccc(Cl)cc3)s2)CC1	106	-0.5
CCOc1cc(-c2cc(C(=O)O)c3c(-c4ccccc4)[nH]nc3n2)ccc1O	103	-0.6
Cc1cccc(C)c1NC(=O)Cn1c(=O)cc(C)c2c(C)nn(-c3cccc(Cl)c3C)c21	105	0
CCOC(=O)C1CCN(C(=O)c2sc3cc(F)ccc3c2Cl)CC1	103	0.6
(list continues)
SMILES	Polio RdRp inh	Polio RdRp inh FP z-score
CC(=O)NC(NCc1ccccc1)(C(F)(F)F)C(F)(F)F	107	0.4
Cc1ccc(N2CC(C(=O)NCc3ccncc3)CC2=O)cc1C (configuration not stated)	106	1.9
Cc1ccc(C(=O)CC2(O)C(=O)N(Cc3ccccc3)c3ccc(Br)cc32)cc1 (configuration not stated)	102	-0.2
CCC1NCCc2sccc21 (configuration not stated)	99	-1.1
COC(=O)c1ccc(Nc2ncnc3ccccc23)cc1	106	0.4
COc1ccc(NC(=O)CSc2nc(-c3ccc(OC)cc3)[nH]c2-c2ccc(F)cc2)cc1	105	-2
N#Cc1sc2c(c1OC(=O)c1cccs1)c(=O)n(-c1ccccc1)c(=S)n2-c1ccccc1	104	-0.1
CC1C/C(=C/c2cccs2)C(=O)/C(=C/c2cccs2)C1 (configuration not stated)	102	0.4
CCOC(=O)c1[nH]cnc1C(=O)Nc1ccccc1	104	1.1
Cc1ccc(-c2nnc(Nc3cccc(Cl)c3)c3ccccc23)cc1S(=O)(=O)NCC1CCCO1 (configuration not stated)	104	-0.2
COc1ccc(S(=O)(=O)NCCC23CC4CC(CC(C4)C2)C3)cc1	105	0.2
CCCCN(C(=O)C1CCC1)c1nnc(-c2ccncc2)s1	101	-0.1
COc1ccc(CNC(=O)CCc2c(C)c3ccc(OC)c(C)c3oc2=O)cc1OC	107	0
COCCNC(=O)c1sc2ncccc2c1-n1c(C)ccc1C	107	0.1
CCOC(=O)c1c(C)nn(-c2ncccc2NC(=O)c2ccccc2C(=O)O)c1C	104	0.9
O=P(O)(Cc1ccccc1)Cc1ccccc1	100	0
O=C(NCCc1ccccc1)c1ccc2c(=O)n3nc(Nc4ccccc4)sc3nc2c1	103	1
O=C(O)c1cncc(C(=O)O)c1	101	-0.4
CSc1ncccc1C(=O)Nc1ccc(S(C)(=O)=O)cc1	109	-0.1
O=c1c2c3c(sc2n(Cc2cccc(Cl)c2)c(=O)n1-c1ccccc1)CCC3	101	-0.1
Cc1cccc(N(C)C(=O)c2cc(S(=O)(=O)N3CCc4ccccc43)cn2C)c1	99	-1.4
CCN(CC)C(=O)c1sc(NC(=S)Nn2cnnc2)c(C(=O)OC)c1C	98	-0.6
Cc1ccc(NC(=O)c2cccs2)cc1	102	0.6
CNC(=O)c1c(N)sc2c1CCCCC2	102	0.1
COc1cc(NC(=O)NCC2CCN(Cc3ccccc3Cl)CC2)cc(OC)c1OC	109	0.1
Continuation.
SMILES	Polio RdRp inh	Polio RdRp inh FP z-score
COc1ccc(C2CC(=O)c3c([nH]c(C(=O)OC4CCCC4)c3C)C2)cc1OC (configuration not stated)	102	-0.8
CC1=C(C(=O)N(C)C)C(c2ccc(Cl)cc2)NC(=O)N1 (configuration not stated)	100	-0.8
Clc1ccc(/C=C/C2=Nc3cccc4cccc(c34)N2)cc1	99	-0.5
O=C(COC(=O)c1ccccc1)NC1CCCC1	102	0.3
O=c1[nH]c(CCl)nc2scc(-c3ccccc3)c12	100	-0.9
O=c1[nH]nc(N2CCOCC2)c(=O)[nH]1	104	0.6
Cc1c(C(=O)N(C)C)sc2c1c(=O)n(-c1ccc(Cl)c(Cl)c1)c(=O)n2CC(=O)C(C)(C)C	109	0.7
Cc1c(C(=O)N(Cc2ccccc2F)C2CCS(=O)(=O)C2)oc2ccccc12 (configuration not stated)	107	0.2
Oc1cccc(/C=N/c2c(-c3ccco3)nc3ccccn23)c1	103	0.3
COc1cccc(NC(=O)Cn2c(=O)n(Cc3ccccc3)c(=O)c3ccccc32)c1	106	0.4
CC(NC(=O)c1ccc(C(F)(F)F)cc1)C(c1ccccc1)N1CCOCC1 (configuration not stated)	104	0.9
CC(=O)N1CCc2cc(CNC(=O)Cc3ccc(F)cc3)ccc21	108	0.2
Cc1ccccc1CNC(=O)c1ccc(CS(=O)Cc2ccc(Cl)cc2)o1 (configuration not stated)	105	-0.3
CC(NS(=O)(=O)c1cccc2nsnc12)C(=O)OCc1csc(-c2ccccc2)n1 (configuration not stated)	97	-0.1
O=C1OC(Cc2ccccc2Cl)c2cc[nH]c(=O)c21 (configuration not stated)	102	-0.1
Cn1c(=O)c2c(nc(NCCN3CCOCC3)n2C)n(C)c1=O	102	0.3
CC(C)Cc1nn2c(=O)cc(CSc3nc(-c4ccccc4F)nc4cc(=O)[nH]n34)nc2s1	99	-0.6
CCOC(=O)c1ccc(NC(=O)c2cc(=O)c3cc(CC)ccc3o2)cc1	111	0.6

3 records picked at random from those above:
SMILES	Polio RdRp inh	Polio RdRp inh FP z-score
Cn1c(=O)c2c(nc(NCCN3CCOCC3)n2C)n(C)c1=O	102	0.3
O=C(COC(=O)c1ccccc1)NC1CCCC1	102	0.3
Oc1cccc(/C=N/c2c(-c3ccco3)nc3ccccn23)c1	103	0.3

These rows are one share of the data (hit frequency here may not be typical).
